Bioassay records deposited in PubChem by The Scripps Research Institute Molecular Screening Center.
EBNA-1 inh – blocks EBNA-1 binding to DNA; EBNA-1 DNA binding, fluorescence polarization; inhibition, % at 14.8 µM; AID 1950; 0.34% of 300,000 active; in the data active means inhibition above about 28%
LYPLA2 counter – LYPLA2 (human) inhibition in PME1 counter-screen; O95372; recombinant LYPLA2, FP-Rh probe fluorescence polarization; inhibition, % at 5.9 µM; 0.38% of 320,000 active;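 active means inhibition above the screen-wide mean plus 3 SD, limit set per campaign, cut at about 26% in these data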;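 further: 0% = LYPLA2 with DMSO and 100% = wells lacking LYPLA2 enzyme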
Target sequence (O95372 whole entry, looked up): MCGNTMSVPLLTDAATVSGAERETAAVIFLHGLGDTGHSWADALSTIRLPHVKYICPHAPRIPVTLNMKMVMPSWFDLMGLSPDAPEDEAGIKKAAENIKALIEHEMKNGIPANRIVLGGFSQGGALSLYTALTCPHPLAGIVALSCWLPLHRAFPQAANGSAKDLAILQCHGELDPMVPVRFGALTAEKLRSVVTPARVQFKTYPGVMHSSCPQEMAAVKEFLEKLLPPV
PAFAH2 inh – inhibitors of human PAFAH2 | recombinant PAFAH2, FP-rhodamine activity probe, fluorescence polarization | AID 492956 | inhibition, % at 3.39 µM | 0.99% of 340,000 active;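 active means inhibition above the mean over all tested compounds plus 3 SD, cut at about 30% in these data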;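 further: inhibitors block probe labeling of enzyme so polarization drops; 0% = enzyme with DMSO and 100% = wells lacking PAFAH2 protein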
PREPL inh – inhibits the human prolyl oligopeptidase-like enzyme; Q4J6C6; recombinant PREPL, fluorescence polarization activity-based probe; inhibition, % at 5.96 µM; 0.68% of 320,000 active; AID 2751; in the data active means inhibition above about 43%;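 further: 0% = enzyme with DMSO and 100% = wells lacking enzyme; many of its hits are not listed in these tables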
PAFAH1B3 inh – PAFAH1B3 (human) inhibition | 0.28% of 340,000 active | Q15102 | AID 492972 | inhibition, % at 3.39 µM | recombinant PAFAH1B3, FP-rhodamine probe, fluorescence polarization;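 active means inhibition above the screen-wide average of all tested compounds plus 3 SD, cut at about 25% in these data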;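 further: 0% = enzyme with DMSO only and 100% = wells lacking PAFAH1B3 protein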
pPAFAH FP inh – inhibitors of human plasma PAF acetylhydrolase (pPAFAH). Q13093. recombinant pPAFAH, FP-rhodamine probe fluorescence polarization. inhibition, % at 3.39 µM. 1.5% of 330,000 active. AID 463082;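 active means inhibition above the mean inhibition across the screen plus 3 SD, cut at about 25% in these data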;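 further: inhibitors block binding of the rhodamine activity-based probe so polarization drops; 0% = enzyme with DMSO and 100% = wells lacking pPAFAH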
LYPLA1 counter – LYPLA1 (human) inhibition in PME1 counter-screen. recombinant LYPLA1, FP-Rh probe fluorescence polarization. inhibition, % at 5.9 µM. O75608. 0.16% of 320,000 active;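 active means inhibition above the mean of all tested compounds plus 3 SD, set per campaign, cut at about 14% in these data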;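 further: inhibitors block serine hydrolase probe labeling of LYPLA1 so polarization falls; 0% = enzyme with DMSO and 100% = wells lacking LYPLA1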
Target sequence (O75608 whole entry, looked up): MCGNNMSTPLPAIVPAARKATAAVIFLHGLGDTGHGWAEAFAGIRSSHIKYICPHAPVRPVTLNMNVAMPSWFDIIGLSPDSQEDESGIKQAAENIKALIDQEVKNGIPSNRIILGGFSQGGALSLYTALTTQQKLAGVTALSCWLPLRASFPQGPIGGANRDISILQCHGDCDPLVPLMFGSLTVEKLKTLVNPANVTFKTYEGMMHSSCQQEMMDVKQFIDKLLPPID
ZTA counter – blocks Epstein-Barr virus ZTA, an EBNA-1 counter-screen | inhibition, % at 11 µM | AID 2234 | ZTA-DNA binding, fluorescence polarization | 0.15% of 320,000 active; in the data active means inhibition above about 33%
Target sequence (P03206 whole entry, looked up): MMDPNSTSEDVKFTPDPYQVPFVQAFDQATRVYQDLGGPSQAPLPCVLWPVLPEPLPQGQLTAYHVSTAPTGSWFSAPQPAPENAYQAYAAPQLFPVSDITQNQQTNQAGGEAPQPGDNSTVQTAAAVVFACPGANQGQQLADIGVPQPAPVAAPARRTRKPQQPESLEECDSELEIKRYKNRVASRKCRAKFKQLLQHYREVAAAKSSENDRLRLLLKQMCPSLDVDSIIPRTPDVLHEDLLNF
PAFAH1B2 FP inh – PAFAH1B2 (human) inhibition; 1.2% of 340,000 active; AID 492953; recombinant PAFAH1B2, FP-rhodamine activity probe, fluorescence polarization; inhibition, % at 3.39 µM;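 active means inhibition above the mean of all tested compounds plus 3 SD, cut at about 24% in these data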;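 further: 0% = enzyme with DMSO and 100% = wells lacking PAFAH1B2; many of its hits are not listed in these tables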
Target sequence (P68402 whole entry, looked up): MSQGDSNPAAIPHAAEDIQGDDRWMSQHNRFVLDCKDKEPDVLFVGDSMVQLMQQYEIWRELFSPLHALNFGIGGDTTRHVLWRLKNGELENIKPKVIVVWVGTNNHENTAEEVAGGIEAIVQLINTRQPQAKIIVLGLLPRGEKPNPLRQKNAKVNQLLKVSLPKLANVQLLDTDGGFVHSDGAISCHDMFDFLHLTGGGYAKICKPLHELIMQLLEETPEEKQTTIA
An asterisk follows results filed as active; nt = no result given. The list is partial; the hit share may differ from the screen's.

SMILES	EBNA-1 inh	LYPLA2 counter	PAFAH2 inh	PREPL inh	PAFAH1B3 inh	pPAFAH FP inh	LYPLA1 counter	ZTA counter	PAFAH1B2 FP inh
[2H]C(CCOS(N)(=O)=O)c1ccc(C(C)(C)C)cc1 (stereo unspecified)	4	3	1	2	-3	8	-2	-9	5
C[C@H](CO)N1C[C@H](C)[C@@H](CN(C)S(=O)(=O)c2ccc(F)cc2)Oc2ccc(NC(=O)CCN3CCOCC3)cc2C1=O	nt	nt	-12	16	17	-4	nt	nt	3
CCOC(=O)N1CCN(CC(O)COc2ccc3c(c2)CCC3)CC1 (stereo unspecified)	-1	1	-8	30	2	2	-3	-1	2
Cc1ccc(COc2ccc(C)nc2[N+](=O)[O-])cc1	-10	3	nt	22	nt	-5	0	1	nt
CCOc1ccc(CCNC(=O)c2cc(C)on2)cc1OCC	-11	7	2	-2	-2	-3	6	-21	-4
Cc1ccc(-c2nn(-c3ccccc3)cc2C(=O)NCC2CCCO2)cc1 (stereo unspecified)	-5	-1	-2	-1	6	1	-1	-1	6
COc1ccccc1CNC(=O)C1CCC(CNS(=O)(=O)c2ccc(NC(C)=O)cc2)CC1 (stereo unspecified)	-3	14	-1	18	-4	0	6	-3	0
O=C1C=C(O)CC(c2ccc(Cl)c(Cl)c2)C1 (stereo unspecified)	-4	-1	8	-7	4	11	-7	7	8
CCCc1cc(=O)[nH]c(SCC(=O)Nc2ccc(OC(F)F)cc2)n1	1	18	-6	5	-2	-1	1	-30	-7
COc1cc(-c2nnc(COC(=O)c3cc(C)nc4ccc(C)cc34)o2)cc(OC)c1OC	8	-5	9	-3	11	3	-6	3	-7
Cc1c(NC(=S)NC(=O)c2ccccc2Cl)c(=O)n(-c2ccccc2)n1C	10	2	-4	4	3	8	-1	1	-3
c1ccc(OCc2nn3c(Cn4nnc5ccccc54)nnc3s2)cc1	-6	0	0	-17	-4	13	1	8	24*
O=C(Nc1ccncc1)c1cc2ccccc2o1	-2	3	-3	2	1	4	2	-6	-4
CCC1(CC)NC(=O)N(CC(=O)N2N=C(c3ccc(Cl)cc3)CC2c2ccco2)C1=O (stereo unspecified)	7	8	1	-149	8	14	1	13	4
O=C(Cn1c(=O)n2ncnc2c2c3c(sc21)CCCC3)c1ccccc1	5	-2	7	9	-8	5	-3	7	5
COc1ccc(NC(=O)n2ncc3c(C)cccc32)cc1	-9	-2	1	12	0	1	-3	11	1
CC(C)(C)C(=O)OCc1cn(-c2ccccc2)nn1	10	0	3	1	9	5	-2	8	5
O=C(CSc1nnc(Cc2ccccc2)o1)N1CCCc2ccccc21	-2	-1	4	18	-8	2	2	-4	2
Cc1ccc(-c2ccnc(=S)[nH]2)cc1	-1	-4	-1	10	11	-4	0	0	0
Cc1cc(NC(=O)CN2CCN(S(=O)(=O)c3ccc4ccccc4c3)CC2)no1	-6	6	3	11	4	-9	-3	-4	1
O=C1CN(S(=O)(=O)c2ccccc2)c2ccccc2N1	11	2	-3	-2	10	-1	4	15	2
COc1ccc(C(=O)N/N=C/c2ccc(OC(=O)c3cccc4ccccc34)c([N+](=O)[O-])c2)cc1	-6	-10	-36	-5	-15	9	-8	-16	-8
CCN(CC(=O)Nc1ccc(NC(C)=O)cc1)C(=O)COc1ccccc1-c1ccccc1	nt	-1	-5	9	1	2	-1	-17	-2
C=CCn1c(SCC(=O)NCCc2ccccc2)nnc1C(C)NC(=O)c1cccs1 (stereo unspecified)	8	2	4	-14	5	3	-3	12	5
COc1cccc(C(C)NC(=O)c2c(F)cccc2Cl)c1 (stereo unspecified)	-5	1	-7	-1	18	3	7	4	5
O=C(CSCc1ccc(Br)cc1)Nc1ccccc1C(=O)N1CCOCC1	12	4	0	7	6	1	7	-17	20
O=C(O)[C@H](Cc1c[nH]c2ccccc12)Nc1ncccc1[N+](=O)[O-]	1	5	3	14	16	1	-1	3	8
NS(=O)(=O)c1ccc(N/N=C/c2ccc3c(c2)OCO3)c([N+](=O)[O-])c1	0	1	-6	15	-7	5	2	-12	-1
COc1ccc(-c2ccc(=O)n(CC(=O)Nc3nnc(C(C)C)s3)n2)cc1OC	-12	3	-1	-1	7	-1	-1	-12	6
COC(=O)C(Cc1cncn1COCc1ccccc1)NC(=O)OC(C)(C)C (stereo unspecified)	4	11	1	-3	-8	18	-3	5	4
C/C=C/c1ccc(OCCn2cncn2)c(OC)c1	11	2	4	2	4	3	2	-6	3
O=C(OCC(=O)N1CCN(C(=O)c2ccco2)CC1)c1ccccc1	3	-1	-1	0	10	3	-1	14	5
O=C(Cc1ccc2c(c1)OCCO2)N1CCN(S(=O)(=O)c2ccccc2C(F)(F)F)CC1	-18	8	2	12	4	8	0	-17	1
N#C/C(=C(/O)CO/N=C/c1ccccc1Cl)c1nc2ccccc2[nH]1	6	-5	1	10	-7	0	-1	9	2
CCCCc1cc(=O)oc2c(C)c(OCC(=O)N3CCC(C(N)=O)CC3)ccc12	11	3	3	1	6	3	-2	-10	6
Cc1cc(C)nc(SCCN(C)C)n1	11	-1	-6	-7	2	-2	-2	-3	1
CC1CCCN(S(=O)(=O)c2cccc([N+](=O)[O-])c2)C1 (stereo unspecified)	3	3	-4	1	6	8	3	2	4
O=S(=O)(Nc1ccc(-n2cnnn2)cc1)c1ccccc1F	nt	-3	-3	16	3	-5	1	-7	3
Cc1c(-c2nnnn2-c2ccc(F)cc2)cnc2cc3c(cc12)OCO3	4	6	-3	7	5	6	2	-16	10
C=CCSc1nc(N)cc(=O)[nH]1	10	3	7	5	5	-1	0	12	4
Cc1c(C(=O)CN2CCSCC2)c2ccccc2n1C	0	10	8	18	2	-1	3	-10	4
CCN(c1ccc(C)cc1)S(=O)(=O)c1nnc(NC(=O)c2ccco2)s1	-4	-2	6	3	-2	3	-2	5	10
Cc1ccc(C(=O)CCC(=O)OCC(=O)N(CC(C)C)c2c(N)n(Cc3ccccc3)c(=O)[nH]c2=O)cc1	-9	3	5	-26	3	5	4	-1	1
COc1ccc2[nH]c(=O)c(CN(CCCN3CCOCC3)C(=O)NCc3ccccc3)cc2c1	5	-5	6	3	-2	12	0	4	-2
O=[N+]([O-])c1cccc(S(=O)(=O)N/N=C/c2ccc(O)cc2)c1	-7	4	4	-9	7	-1	-1	0	2
Cc1cc(C)nc(-n2nc(C)c3c(=O)[nH]c(C(F)(F)F)nc32)n1	-13	1	0	18	6	0	3	-8	4
Cc1ccc(CNC(=O)c2c(-c3ccccc3)sc3ccccc23)o1	nt	nt	-4	1	-3	2	nt	nt	-2
COc1ccc(OC)c(-n2c(CNC3CCN(Cc4ccccc4)CC3)nc3ccccc3c2=O)c1	16	4	2	21	0	-1	-1	-16	-1
Clc1ccc(/C=C/c2ncc[nH]2)c(Cl)c1	2	-4	6	-72	-3	5	3	5	9
CC(=O)Nc1cccc(S(=O)(=O)N2CCCCCC2)c1	3	2	1	-5	16	1	-1	-22	6
Cc1cc(C(=O)N2CCCC(N3CCN(c4cccc(Cl)c4)CC3)C2)nn1C (stereo unspecified)	-9	4	-1	12	8	-1	-3	-1	-2
O=C(CCc1nc2ccccc2c(=O)[nH]1)NCCN1C(=O)S/C(=C\c2ccccc2Cl)C1=O	-2	3	-4	8	0	-3	4	-11	-2
CCCn1c(=O)c2ccccc2n2c(Sc3nnnn3-c3ccccc3)nnc12	3	4	-7	6	8	27*	2	0	-3
COc1cc(S(=O)(=O)NC(Cc2c[nH]c3ccccc23)C(=O)O)ccc1NC(C)=O (stereo unspecified)	-15	-2	-1	9	3	-7	-4	4	5
CCOc1ccc(NC(=O)c2ccc(N3CC4CC(C3)c3cccc(=O)n3C4)c(NC(=O)c3cccnc3)c2)cc1 (stereo unspecified)	2	0	2	-2	0	8	1	12	-3
C=CCN=C(C)C1=C(O)CCC1=O	-2	-1	4	-7	2	0	3	1	0
COc1ccc(-c2cc(C(F)F)n3ncc(C(=O)Nc4cnn(Cc5ccccc5)c4)c3n2)cc1	-4	-2	nt	4	nt	-2	-2	-4	nt
O=C(COC(=O)C1c2ccccc2Oc2ccccc21)NC1CCS(=O)(=O)C1 (stereo unspecified)	-2	7	-2	-6	2	1	-3	17	4
COc1ccccc1C(=O)NC1CCN(C(=O)Nc2ccc(F)cc2)CC1	-19	-8	-5	10	-3	-6	0	3	-3
CC(NC(=O)Nc1nnc(C(F)(F)F)s1)N1C(=O)C2C3C=CC(C3)C2C1=O (stereo unspecified)	-7	-6	-2	-2	2	6	-2	-3	1
More structures.
SMILES	EBNA-1 inh	LYPLA2 counter	PAFAH2 inh	PREPL inh	PAFAH1B3 inh	pPAFAH FP inh	LYPLA1 counter	ZTA counter	PAFAH1B2 FP inh
COC(=O)C1CCN(S(=O)(=O)CCNC(=O)c2ccc(F)cc2)CC1	13	5	1	6	0	1	2	15	2
Cc1cccc(Cc2cnc(N3C(=N)SC(C)C3=O)s2)c1 (stereo unspecified)	0	3	2	4	6	43*	1	2	8
O=Cc1ccc(OCC(=O)N2CCOCC2)cc1	4	0	-4	8	7	2	-3	-7	3
CCCCCCSc1ccc([C@H]2N[C@@](Cc3ccccc3)(C(=O)OC)[C@H]3C(=O)N(C)C(=O)[C@@H]23)cc1OC	7	-3	7	-1	15	7	0	-1	11
O=C1c2ccccc2C(O)(Cc2ccccc2)N1CCCN1CCOCC1 (stereo unspecified)	6	-6	0	7	6	4	1	-7	2
CCOc1ccc(C2=Nn3c(CC)nnc3SC2)cc1	nt	3	9	-12	0	3	2	6	0
Cc1sc2nc(C3CC3)nc(SCC(=O)N3CCc4ccccc4C3)c2c1C	4	-5	-4	4	9	2	-7	-27	7
COCC(=O)Nc1ccc(N2CCN(c3ccccc3)CC2)c(F)c1	-1	-3	4	11	-6	-6	-1	-14	8
Cc1cccc(-c2nc(Nc3ccc(N4CCOCC4)cc3)c3ccccc3n2)c1	-5	-7	6	42	7	11	-11	7	0
Cc1cccc2cc(COC(=O)c3ccco3)c(=O)[nH]c12	11	0	1	-2	5	1	0	24	7
CCOC(=O)C1=C(C)N(Cc2ccccc2)C(=O)NC1c1ccccc1OS(=O)(=O)c1ccccc1[N+](=O)[O-] (stereo unspecified)	13	-2	-2	-2	-1	9	-1	17	-8
CC1CCN(C(=O)C2COc3ccccc3O2)CC1 (stereo unspecified)	nt	-4	-2	22	10	0	-1	-10	5
COC(=O)c1ccc(NC(=O)CN2C(=O)NC3(CCC(C)CC3)C2=O)cc1 (stereo unspecified)	nt	nt	-4	15	-11	0	nt	nt	9
CC1CCN(C(=O)c2ccc3c(=O)n4c(nc3c2)CCCCC4)CC1	8	5	-1	10	10	5	0	-8	-1
COc1ccc(OC)c(-c2nnc(SCC(=O)N3CCCC3)o2)c1	-3	2	-14	-6	5	0	0	16	1
Cc1ccc(NC(=O)c2sc3nc(N4CCOCC4)c4c(c3c2N)CC(C)(C)OC4)cc1	0	2	7	3	7	1	-1	4	2
CSCCC(NC(=O)CCNC(=O)c1ccccc1Cl)c1nc2ccccc2[nH]1 (stereo unspecified)	nt	-4	-7	1	5	-3	-4	5	-1
O=C(Nc1nc2ccccc2[nH]1)C1CCN(S(=O)(=O)c2cccs2)CC1	17	3	7	-4	7	4	4	0	4
